Assay outcomes: PubChem BioAssay, several laboratories
Wnt act – activates Wnt/beta-catenin signaling in a reporter cell assay; activator, plate reader; activation, % at 9.35 µM; 1.2% of 300,000 active; in the data active = activation above about 30%, passing the limit was not always enough;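 also: 0% = neutral control wells and 100% = positive control wells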
SR-BI HDL uptake – inhibitors of mouse SR-BI mediated HDL lipid uptake; ldlA[mSR-BI] CHO cells, DiI-HDL uptake fluorescence, 3 h; Q61009; 0.96% of 320,000 active; inhibition, % at 12.5 µM;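 active = mean replicate inhibition of at least 70% and a set share of replicates each scoring 70 or more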;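 also: 0% = median of neutral control wells and 100% = median of positive control wells; values of inactives mirror those of a sister screen read the other way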
cardiac RTF act – cardiac RTF calcium sensitization; P19429+P45379; IANBD-labeled TnC RTF fluorescence at EC20 calcium; 0% EC20 calcium, 100% full calcium; activation, % at 7.2 µM; 0.24% of 340,000 active;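 active = activation above the mean over all tested compounds plus 3 SD, cut at about 30% in these data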;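 also: rise in fluorescence read as greater calcium sensitivity of cardiac thin filaments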
MITF act – activators of MITF-driven TRPM1 promoter activity in SK-MEL-5 cells. SK-MEL-5 TRPM1-promoter luciferase, 24 h; % of positive control, neutral wells = 0. activation, % at 12.5 µM. 0.75% of 300,000 active. AID 588334;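 active = mean activation of at least 80% with every replicate also reaching 80%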;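 also: 0% = neutral control wells and 100% = parthenolide positive control wells; values of inactives mirror those of a sister screen read the other way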
PvdQ acylase – P. aeruginosa PvdQ acylase inhibition. purified PvdQ acylase, fluorescence plate reader. inhibition, % at 10 µM. 0.063% of 340,000 active. AID 488965; in the data active = inhibition above about 30%, passing the limit was not always enough;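 also: 0% = vehicle neutral wells and 100% = reference inhibitor wells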
CDK5 inh – blocks human CDK5/p35 kinase activity; Q00535+Q15078; Recombinant CDK5/p35, ADP-Glo luminescence, 60 min; inhibition, % at 10 µM; 0.01% of 330,000 active;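 active = highest replicate inhibition of at least 50% and at least 75% of replicates reaching 50%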;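 also: plate controls were DMSO neutral control for no effect and GW8510 at 10 µM for full effect; many of its hits are not listed in these tables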
SR-BI DiI-HDL act – enhances SR-BI lipid uptake from DiI-HDL; CHO ldlA[mSR-BI] cells, DiI-HDL uptake fluorescence, 3 h; 100 = double the neutral-control signal; activation, % at 12.5 µM; 0.096% of 320,000 active;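 active = mean replicate activation of at least 60% and every replicate at or above 60%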;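 also: 0% = median plate neutral-control signal and 100% = twice that signal; values of inactives mirror those of a sister screen read the other way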
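Test system: SR-BI-overexpressing, LDLR-lacking CHO cells. Measured by: DiI fluorescence, bottom read. Medium: Ham's F12 with 0.5% BSA, HEPES 25 mM, pH 7.4. Timing: 3 h uptake period with compound, 37 °C.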
Rtt109 Vps75 – C. albicans Rtt109 histone acetyltransferase inhibition. Q5AAJ8. purified Rtt109/Vps75, ThioGlo CoA-SH fluorescence, 4 h. inhibition, % at 34.9 µM. 0.16% of 330,000 active. AID 540336;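 active = inhibition of at least 50% in every replicate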
Target sequence (Q5AAJ8 whole entry, looked up): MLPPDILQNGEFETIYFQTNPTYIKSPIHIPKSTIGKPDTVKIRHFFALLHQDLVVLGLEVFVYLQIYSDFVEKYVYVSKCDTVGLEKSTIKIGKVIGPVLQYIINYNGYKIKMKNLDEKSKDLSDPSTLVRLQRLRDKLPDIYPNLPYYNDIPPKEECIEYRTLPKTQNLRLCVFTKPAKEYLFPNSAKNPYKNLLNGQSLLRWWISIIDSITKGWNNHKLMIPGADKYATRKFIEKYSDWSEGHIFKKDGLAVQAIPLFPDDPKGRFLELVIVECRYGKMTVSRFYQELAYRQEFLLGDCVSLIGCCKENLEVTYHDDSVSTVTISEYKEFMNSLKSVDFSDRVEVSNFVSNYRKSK
dFosB activator – enhances mouse delta FosB homodimer DNA binding; P13346; purified delta FosB, TAMRA-CDK5 oligo fluorescence polarization; percent of positive-control signal above neutral wells; activation, % at 25 µM; 0.99% of 340,000 active;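 active = mean activation above about 17%, with every replicate also reaching it, limit read from the data, passing the limit was not always enough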;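 also: fluorescence polarization rise as delta FosB binds a TAMRA Cdk5 AP-1 oligo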
Target sequence (P13346 whole entry, looked up): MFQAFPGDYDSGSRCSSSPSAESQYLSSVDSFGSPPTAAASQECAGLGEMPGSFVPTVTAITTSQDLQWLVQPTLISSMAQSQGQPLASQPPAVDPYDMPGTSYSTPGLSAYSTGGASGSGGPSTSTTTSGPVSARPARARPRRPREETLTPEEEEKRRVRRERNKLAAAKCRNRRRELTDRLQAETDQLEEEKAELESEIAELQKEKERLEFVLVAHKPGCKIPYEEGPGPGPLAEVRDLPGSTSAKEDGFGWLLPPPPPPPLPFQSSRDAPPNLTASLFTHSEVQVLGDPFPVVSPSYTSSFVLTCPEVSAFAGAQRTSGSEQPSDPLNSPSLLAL
HTR5A ag ctr – HTR5A agonism, opioid heterodimer counter-screen; HTR5A agonist assay, luminescence, cell-based; activation, % at 9.3 µM; 0.61% of 340,000 active; AID 504692; in the data active = activation mostly above about 9.5%, no sharp cut-off; inactive = mostly below about 7.6%;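 also: 0% = cells with vehicle only and 100% = reference agonist; strong numbers were not always called active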
Target sequence (P47898 whole entry, looked up): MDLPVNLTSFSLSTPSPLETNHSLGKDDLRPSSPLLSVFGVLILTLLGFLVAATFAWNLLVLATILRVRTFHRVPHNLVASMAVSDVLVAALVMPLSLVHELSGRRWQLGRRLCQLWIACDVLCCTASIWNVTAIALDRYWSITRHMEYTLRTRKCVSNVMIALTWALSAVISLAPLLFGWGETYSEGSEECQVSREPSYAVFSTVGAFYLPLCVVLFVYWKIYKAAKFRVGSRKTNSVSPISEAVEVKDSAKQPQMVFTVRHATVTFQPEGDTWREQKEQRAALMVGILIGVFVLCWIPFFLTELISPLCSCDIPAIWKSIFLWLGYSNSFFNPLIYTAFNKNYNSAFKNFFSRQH
Active calls of the source: *; nt = not tested or not shown.

SMILES | Wnt act | SR-BI HDL uptake | cardiac RTF act | MITF act | PvdQ acylase | CDK5 inh | SR-BI DiI-HDL act | Rtt109 Vps75 | dFosB activator | HTR5A ag ctr
C=CCn1c(Sc2ccccc2)nc2c1c(=O)[nH]c(=O)n2C | nt | -14 | 4 | -25 | -3 | 1.7 | 14 | 2 | -9 | 0
COc1ccccc1-n1c2nc3ccccc3nc2c2c(=O)n(-c3cc(C)cc(C)c3)cnc21 | -3 | 79* | -1 | 6 | 15 | 3.6 | -79 | nt | -10 | 2
CSc1ccccc1C(=O)NCCSc1ccc(C)cc1 | -1 | 9 | 10 | nt | -12 | -2.4 | -9 | 6 | -4 | 3
CCc1ccc(N(C(=O)CNC(=O)c2cccs2)C(C(=O)NC(C)(C)C)c2cc(OC)c(OC)c(OC)c2)cc1 (stereo unspecified) | -3 | -13 | -4 | 0 | -10 | -1.0 | 13 | 2 | -9 | 4
CCCCOc1ccc(S(=O)(=O)N2CCCCCC2)cc1 | nt | -12 | 2 | 19 | -1 | 0.7 | 12 | -8 | 6 | 4
O=C(Cn1cccc1C(=O)c1ccccc1)NCc1ccc(F)cc1 | 1 | -9 | -2 | -1 | -7 | 0.4 | 9 | 7 | -18 | 2
CSc1cccc(NC(=S)N(CCCN2CCCC2)Cc2cccn2Cc2ccc(Cl)cc2)c1 | -5 | nt | 3 | -65 | -12 | -1.2 | nt | 6 | 27* | 8
Cc1c(N2C(=O)/C(=C/c3ccccc3)SC2=S)c(=O)n(-c2ccccc2)n1C | -4 | -1 | -5 | -24 | 7 | -0.6 | 1 | -5 | -6 | -3
CCOC(=O)c1c(C)nc2sc(C(N)=O)c(N)c2c1-c1ccccc1 | nt | -19 | 5 | 16 | -25 | 1.0 | 19 | -9 | -4 | 1
C=CCc1ccccc1OCC(O)CN1CCN(c2ccc(C)cc2)CC1 (stereo unspecified) | nt | -2 | 0 | 10 | 0 | -0.5 | 2 | -3 | -7 | 5
COc1ccc(CNC(=S)Nc2cccc(C)c2)cc1 | nt | 8 | -2 | 4 | -5 | 0.7 | -8 | -1 | -3 | -1
CCN(CC)S(=O)(=O)c1ccc(NC=C(C#N)C#N)cc1 | -1 | -9 | -3 | -3 | 0 | -0.7 | 9 | 4 | -3 | 1
Cc1ccc(NC(=O)NNC(=O)COc2ccc3ccccc3c2)cc1 | -3 | 24 | -4 | 2 | 10 | -1.8 | -24 | 18 | -7 | 1
O=C(NCc1cccnc1)c1csc2c1CCCC2 | -8 | 3 | 0 | -13 | 1 | 1.1 | -3 | -3 | 1 | 0
c1ccc(CO/N=C(\c2ccc(C3CC3)nc2)C2CC2)cc1 | 3 | 7 | 4 | 8 | 1 | -1.9 | -7 | 6 | 2 | -1
CCOC(=O)CSc1nc(N)nc(C)c1Br | -3 | 5 | 10 | -3 | -16 | -1.3 | -5 | 11 | 0 | 3
CCn1nc(NC(=O)C(C)C)c2cc3cccc(C)c3nc21 | 0 | 13 | -3 | -1 | -11 | -4.0 | -13 | 7 | -5 | 11*
Cc1ccc(-c2nc3ccccc3c(=O)o2)cc1 | 3 | 3 | -1 | 20 | -2 | -0.2 | -3 | 1 | -1 | 2
COc1ccc(NC(=O)C2CCCN(c3cnccn3)C2)c(OC)c1 (stereo unspecified) | 2 | -12 | -8 | 0 | -14 | -0.7 | 12 | -18 | 2 | -1
C#CCOCCOCCOCCNc1nc(N2CCN(C(=O)[C@H]([C@@H](C)CC)n3cc(CCC(=O)O)nn3)CC2)nc(N2CCN(C(=O)[C@H](CCCCN)n3cc(CCCC)nn3)CC2)n1 | -4 | -15 | 4 | -4 | -13 | -0.8 | 15 | -3 | -17 | -2

Nothing new here: three of the compounds above.
SMILES | Wnt act | SR-BI HDL uptake | cardiac RTF act | MITF act | PvdQ acylase | CDK5 inh | SR-BI DiI-HDL act | Rtt109 Vps75 | dFosB activator | HTR5A ag ctr
C=CCn1c(Sc2ccccc2)nc2c1c(=O)[nH]c(=O)n2C | nt | -14 | 4 | -25 | -3 | 1.7 | 14 | 2 | -9 | 0
COc1ccccc1-n1c2nc3ccccc3nc2c2c(=O)n(-c3cc(C)cc(C)c3)cnc21 | -3 | 79* | -1 | 6 | 15 | 3.6 | -79 | nt | -10 | 2
CSc1ccccc1C(=O)NCCSc1ccc(C)cc1 | -1 | 9 | 10 | nt | -12 | -2.4 | -9 | 6 | -4 | 3

Continued:
SMILES | Wnt act | SR-BI HDL uptake | cardiac RTF act | MITF act | PvdQ acylase | CDK5 inh | SR-BI DiI-HDL act | Rtt109 Vps75 | dFosB activator | HTR5A ag ctr
O=C(CSC1=NC2(CCCCC2)N=C1c1ccccc1)Nc1ccc2c(c1)OCCO2 | 2 | 3 | -1 | -10 | -3 | 0.8 | -3 | 170* | -1 | 2
COc1ccc2c(c1)C(CC(=O)NN)CCC2 (stereo unspecified) | 3 | -19 | 0 | -4 | -17 | 0.9 | 19 | -31 | -2 | 4
CC(=O)C1=C(O)C(=O)N(c2ccc(O)cc2)C1c1cccc(F)c1 (stereo unspecified) | 0 | -11 | 0 | 15 | 6 | -1.0 | 11 | 0 | -4 | 0
O=C1C=C(N2CCOCC2)CCC1 | 1 | -11 | 1 | -3 | -1 | -1.1 | 11 | -2 | 3 | 0
CCC(=O)Nc1ccc(C(=O)NNC(=O)C(c2ccccc2)c2ccccc2)cc1 | nt | 6 | 4 | 5 | -14 | -1.0 | -6 | 5 | 6 | -3
CC(=O)c1cccc(NC(=O)CCCNC(=O)c2ccc(Cl)cc2)c1 | -1 | 13 | 1 | 1 | -10 | -0.3 | -13 | -9 | -6 | -6
Cc1cc(Br)ccc1NC(=O)C1CCCO1 (stereo unspecified) | 0 | -2 | 6 | -9 | 6 | -1.9 | 2 | 6 | -2 | -4
O=C(NC1CCCN(Cc2ccccc2F)C1)C1CCC1 (stereo unspecified) | -1 | -6 | 2 | nt | -2 | -1.0 | 6 | 6 | 4 | 11
Cc1nc(Nc2ccc(Cl)c(Cl)c2)sc1C(=O)Nc1ccccc1 | 6 | 42 | -6 | 6 | -4 | 1.2 | -42 | -1 | -15 | 4
Cc1ccc(C)c(SCC(=O)Nc2ccc(S(=O)(=O)Nc3ncccn3)cc2)c1 | -2 | nt | 5 | 11 | 4 | 1.2 | nt | nt | -4 | 3
Cc1ccc(-c2cc(C(=O)Nc3ccc(S(=O)(=O)Nc4ncccn4)cc3)[nH]n2)c(O)c1C | 6 | nt | -4 | 15 | 5 | 1.9 | nt | -1 | 13 | 3
CC(=O)Nc1cccc(C(=O)/C=C/c2ccc(Br)cc2)c1 | -13 | -25 | -2 | -38 | -3 | 1.3 | 25 | 15 | -6 | -2
CNC(=S)N1N=C(c2ccc(C)cc2)CC1c1ccc(OC)cc1 (stereo unspecified) | nt | 37 | 3 | 12 | -3 | -0.8 | -37 | 5 | 0 | 2
Cc1cc(NC(=O)C2CC(c3ccccc3Cl)=NO2)no1 (stereo unspecified) | -4 | -11 | 6 | 12 | -11 | 1.2 | 11 | 0 | -4 | 4
CCOC(=O)c1sc(N2C(=O)C(O)=C(C(=O)c3ccc(C)o3)C2c2ccc(OC)c(OC)c2)nc1C (stereo unspecified) | 3 | 3 | 0 | 20 | -7 | 1.0 | -3 | 28 | -7 | -1
COC(=O)c1ccc2c(=O)n(CCCCCC(=O)NCc3ccccc3)c(=O)[nH]c2c1 | nt | 8 | -2 | nt | 2 | -0.8 | -8 | -7 | -1 | 4
CCN(CC)C(=O)Cn1cc(S(=O)(=O)CC(=O)NCc2ccc(C)cc2)c2ccccc21 | -2 | 0 | -1 | 9 | -19 | -1.7 | 0 | 6 | -8 | 2
COC(=O)c1ccc(NC(=S)N2CCN(Cc3ccccc3OC)CC2)cc1 | -4 | 38 | -1 | -2 | -15 | -0.2 | -38 | -3 | -11 | 0
CC(C(=O)Nc1cc([N+](=O)[O-])ccc1Cl)N1CCN(c2ccccc2O)CC1 (stereo unspecified) | -3 | 18 | -2 | -14 | 3 | -0.6 | -18 | 7 | -5 | 3
Cc1ccccc1C(=O)N1CCN(c2ccc(NC(=O)c3cccnc3)cc2)CC1 | -1 | 33 | -2 | -1 | 2 | 0.1 | -33 | 7 | -6 | 5
C=CCN(CC=C)C(=O)CN1C(=O)c2ccccc2C1=O | nt | 2 | -5 | 0 | 6 | 3.9 | -2 | -8 | 3 | 5
CCOc1cc(C(N)=O)cc(Br)c1OCC | -3 | -33 | 0 | 11 | -3 | -1.3 | 33 | 4 | 6 | 4
CC1=NN(C(=O)c2ccc(Cl)cc2)C(O)(c2ccccc2)C1 (stereo unspecified) | 0 | 62 | 0 | 2 | -9 | 0.6 | -62 | 12 | -7 | 0
COc1ccc(OC)c(NC(=S)NCc2cccs2)c1 | -1 | -31 | -4 | 7 | -7 | 0.5 | 31 | 3 | -1 | -2
COCCN(C(=O)c1snc(C(N)=O)c1N)C(C(=O)NC1CCCC1)c1cc(OC)c(OC)c(OC)c1 (stereo unspecified) | 0 | nt | -6 | nt | 7 | -2.5 | nt | -29 | 1 | 5
COc1ccccc1NC(=O)CSc1nnnn1-c1ccc(F)cc1 | 0 | 2 | 6 | nt | 6 | 1.4 | -2 | -3 | -6 | 1
COc1ccccc1C(=O)NNC(=O)C(=O)Nc1cccc(Cl)c1C | 1 | -9 | -6 | -6 | -4 | -2.7 | 9 | 2 | -14 | -2
CCOC(=O)C1CCCN(C2=NC(=O)/C(=C/c3ccc(N(C)C)cc3)S2)C1 (stereo unspecified) | 3 | 0 | 65* | 11 | -14 | -0.1 | 0 | -6 | -10 | -2
COc1ccc(/C=C(/NC(=O)c2ccccc2)c2nc3ccc(Cl)cc3[nH]2)cc1OC | -3 | -12 | -6 | 4 | 3 | -1.3 | 12 | -5 | 2 | -1
CCCCN(CC)C(=O)c1n[nH]c(=O)c2ccccc12 | nt | -17 | -7 | 3 | 8 | -0.7 | 17 | 3 | -2 | -6
CCC1=NN2C(=N)/C(=C\c3cccn3-c3ccc(C)cc3C)C(=O)N=C2S1 | nt | -5 | 1 | 15 | -13 | -5.7 | 5 | 5 | -12 | 4
C=C[C@@H](C)N(Cc1ccc(OC)cc1)S(=O)(=O)N(Cc1ccccc1)[C@H](C=C)C(C)C | -16 | 9 | -2 | -2 | -16 | -0.3 | -9 | 6 | 1 | -2
Cn1c(C(=O)O)c(CC(=O)Nc2ccccc2F)c2ccccc21 | nt | -13 | 0 | -11 | -17 | 1.2 | 13 | -7 | -8 | 5
CCC(=O)Nc1cc(C(=O)O)ccc1Sc1ccccc1 | -1 | -18 | 1 | -7 | -12 | -1.8 | 18 | -4 | -3 | 0
COC(=O)c1sc2ncccc2c1OCc1ccccc1Cl | nt | 37 | -4 | 17 | -10 | -0.1 | -37 | 3 | 0 | -2
NCCCC[C@@H]1NC(=O)c2cc([N+](=O)[O-])cc(I)c2SC[C@@H](C(N)=O)NC(=O)[C@H](Cc2ccc(O)cc2)NC1=O | nt | 14 | -13 | 0 | 13 | 5.2 | -14 | 4 | -4 | 8
CC(C)C[C@H]1CN=C(N(C)C)N1CC(C)C | 3 | 12 | -4 | 6 | 1 | -0.6 | -12 | 0 | -1 | 2

Records listed above marked active in SR-BI HDL uptake:
mol	Wnt act	SR-BI HDL uptake	MITF act	PvdQ acylase	CDK5 inh	SR-BI DiI-HDL act	Rtt109 Vps75	dFosB activator
COc1ccccc1-n1c2nc3ccccc3nc2c2c(=O)n(-c3cc(C)cc(C)c3)cnc21	-3	79*	6	15	3.6	-79	nt	-10
